M17LAP inhibition: P. falciparum M17LAP inhibitors, primary screen, biochemical, fluorogenic H-Leu-NHMec substrate, 1536-well (AID 1619). recombinant M17LAP, H-Leu-NHMec fluorogenic kinetic assay; higher % means a stronger effect. inhibition, % at 30 µM; hits with a dose series show IC50 in µM. hit rate 0.38% among 220,000;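 active means compound inhibiting the enzyme by more than half at any dose during confirmatory dose-response retesting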;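 further: plate controls were full reaction with DMSO carrier for no effect and no enzyme background for full effect; strong numbers were not always called active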
Dynein transport: dynein cargo transport inhibition | 3617.4 mouse cells, GR-EGFP nuclear translocation imaging; test concentration mostly 20 µM; stimulated with dexamethasone, 1 µM; stronger effect = lower value | z-score, hits read low | hit rate 0.47% among 220,000 | AID 1381;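 active means plate z-score of nuclear minus cytoplasmic receptor signal below a set negative limit, without overly bright fluorescence or cell loss, cut at about -3.5 in these data, passing the limit was not always enough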;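 further: z-score of nuclear minus cytoplasmic ring GR-EGFP intensity difference per well; some compounds called inactive have numbers as strong as hits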
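Buffer or medium: tetracycline-free induction medium containing charcoal-stripped FBS / Reagent: dexamethasone agonist, 1.0 µM final, for 30 min / Technique: automated 10x imaging of fixed Hoechst-stained cells / Times: induction 48 h, compound 1 h, agonist 30 min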
P. falciparum M1AAP: P. falciparum M1AAP inhibitors, biochemical, fluorogenic H-Leu-NHMec substrate, 1536-well (AID 1445); recombinant M1AAP, H-Leu-NHMec fluorogenic kinetic assay; higher % means a stronger effect; inhibition, % at 30 µM, or IC50 in µM where a hit was titrated; hit rate 0.42% among 220,000;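 active means primary inhibition above the hit cutoff, then over 50% inhibition at one or more dose response concentrations, cut at about 23% in these data, passing the limit was not always enough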;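 further: plate controls were DMSO full reaction for no effect and no enzyme background for full effect; strong numbers were not always called active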
MT stabilizer: stabilizes microtubules in HeLa cells | HeLa tubulin immunostaining HCS, 24 h; share of cells brighter than vehicle mean+2SD | hit rate 0.83% among 200,000 | AID 2205 | % tubulin-high responders, % at 10 µM;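 active means plate Z-score above 3 for both tubulin-high and condensed-nucleus cell shares, with cell loss under 80%, at 10 µM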;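 further: anti alpha tubulin signal scored within the nucleus-defined area of each cell; some results filed as inactive read as strong as hits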
WT yeast gro inh: growth inhibition of WT yeast, mitochondrial fusion screen; inhibition, % at 10 µM; mitochondrial fusion phenotypic screen, WT strain; hit rate 2.1% among 190,000; AID 1362; in the data active means inhibition above about 58%; tested in S. cerevisiae
Autophagy mod: modulators of autophagy. AID 463193. hit rate 0.98% among 190,000. MEF GFP-LC3 puncta imaging; test concentration mostly 10 µM. calls only at 10 µM (by protocol);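 active means percentage of spot-positive cells more than 3 SD above its plate mean, without a fluorescence outlier flag or 80% toxicity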;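 further: spot-positive cell cutoff set from DMSO-treated cells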
bCat nuc transl: modulators of beta-catenin nuclear translocation; hit rate 0.3% among 190,000; HeLa beta-catenin nuclear translocation, immunofluorescence imaging; AID 1665; nuclear translocation activity, % at 5 µM;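 active means nuclear translocation activity above 50% at 5 µM, with a well cell count of 50 or more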;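 further: per-cell ratio of nuclear to cytoplasmic median beta-catenin stain intensity; plate controls were DMSO negative control for no effect and GSK-3 inhibitor IX positive control for full effect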
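Read-out: Nuclear/cytoplasmic beta-catenin signal ratio, % activation | Assay system: Human HeLa cell line | Times: 24 h compound exposure at 37°C, 5% CO2 | Signal: Fluorescence imaging of beta-catenin antibody stain plus DAPI | Dosing: 5 µM primary, 0.02–20 µM confirmation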
Yfh1-depleted yeast: enhancers of respiration in Yfh1-depleted yeast, dose response, Friedreich's ataxia, plus single-dose screen (AID 1465); one-dose fold induction at 50 µM; EC50 in µM for titrated hits; hit rate 0.074% among 220,000; S. cerevisiae Yfh1-off respiration, WST-1 reduction, 72 h; higher fold induction means a stronger effect;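 active means fold induction of absorbance versus untreated yeast above a set limit, then at least 30% activation at any dose in follow-up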;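 further: activators that raise dye reduction in frataxin-depleted yeast; strong numbers were not always called active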
T cell modulator: T cell immune modulation candidate | hit rate 0.068% among 330,000 | AID 2052 | 2C CD8+ T cell-vesicle binding, flow cytometry; stronger effect = lower value | calls only at 7 µM;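 active means response, share of CD8 T cells binding vesicles, and their 90th percentile fluorescence all below set limits, cut at about 80% in these data, passing the limit was not always enough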
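System: murine 2C transgenic CD8+ T lymphocytes; also added: QL9-loaded Drosophila micro-vesicles; times: binding 1.5 h at 37 °C; measured by: flow cytometry, PE anti-B7-1 (FL2) versus Alexa647 anti-CD8 (FL8), PFA-fixed; control set: Peptide-free naked vesicles (low) and QL9 vesicles with 0.7% DMSO vehicle (high)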
WT yeast gro inh mutant strain: further read-out of WT yeast gro inh, marked with its call; inhibition, %; mitochondrial fusion phenotypic screen, mutant strain inhibition
Dynein transport cytoplasmic EGFP: further read-out of Dynein transport, marked with its call; z-score; measured here: cytoplasmic GR-EGFP intensity; stronger effect = higher value
Dynein transport nuclear GR-EGFP: also measured in Dynein transport; calls as there; z-score; measured here: nuclear GR-EGFP intensity;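 lower value marks the stronger effect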
Dynein transport cell count: second read-out of Dynein transport, no call of its own (marks repeat the call); z-score; measured here: cell count per field
bCat nuc transl cell count 5 µM: second read-out of bCat nuc transl, no call of its own (marks repeat the call); cell count; measured here: cell count, cytotoxicity flag
T cell modulator vesicle-bound %: recorded beside T cell modulator, whose call it bears; double positive events, %; measured here: CD8+ vesicle-bound cell fraction;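 binding gate set so that unloaded-vesicle control wells show 10% double positive cells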
MT stabilizer Hoechst-high %: also measured in MT stabilizer; calls as there; % Hoechst-high responders; measured here: nuclear condensation Hoechst responders;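 share of cells brighter than vehicle mean plus two SD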
MT stabilizer cytotoxicity %: second read-out of MT stabilizer, no call of its own (marks repeat the call); toxicity, %; measured here: cytotoxicity by cell density;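 0% = mean cell density of plate MIN control wells and 100% = no cells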
Autophagy mod cell loss 18 h: second read-out of Autophagy mod, no call of its own (marks repeat the call); toxicity, %; measured here: cell loss, nuclei count;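 cell loss after 18 h compound exposure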
Starred values were filed as active, the others as inactive; i = inactive; · = no result given.

Each structure is followed by: M17LAP inhibition, Dynein transport, Dynein transport cytoplasmic EGFP, Dynein transport nuclear GR-EGFP, Dynein transport cell count, P. falciparum M1AAP, MT stabilizer, MT stabilizer Hoechst-high %, MT stabilizer cytotoxicity %, WT yeast gro inh, WT yeast gro inh mutant strain, Autophagy mod, Autophagy mod cell loss 18 h, bCat nuc transl, bCat nuc transl cell count 5 µM, Yfh1-depleted yeast, T cell modulator, T cell modulator vesicle-bound %
1) COc1cc(/C=N/NC(=O)CNC(=O)c2ccc3c(c2)OCCO3)ccc1O
  11%, 0.12, -0.19, -0.18, -0.15, 9%, 2.3, 0.8, 11, -6, -1, i, 1, -3.0, 1164, i, i, 8
2) O=C(Cc1ccc(Cl)cc1)Oc1cccc2cccnc12
  15%, -0.43, -0.073, 0.7, -0.74, 1%, 3.1, 4.3, 6.0, -11, 4, i, -4, -1.1, 538, i, i, 38
3) Cc1nc2ccccc2c(=O)n1/N=C/c1ccccc1O
  22%, -0.54, -0.046, 0.11, 0.78, 12%, ·, ·, ·, ·, ·, ·, ·, -0.7, 1289, i, i, 26
4) COc1cccc(/C=N/NC(=O)CCCC(=O)Nc2ccc(Br)cc2)c1
  3%, -0.54, -0.23, 0.024, 0.9, -1%, 4.6, 2.8, 3.6, 12, -11, i, 11, -2.0, 1171, i, i, 43
5) O=C(c1cc(-c2ccco2)nn1-c1cccc(Cl)c1)N1CCCCC1
  5%, -2.6, 0.26, -1.5, -1.1, 10%, 1.5, 2.0, 20, -18, 4, i, 2, 2.1, 1030, i, i, 32
6) c1ccc2c(c1)oc1c(Nc3ccc4c(c3)OCO4)ncnc12
  19%, 1.8, -0.2, 0.79, -0.6, 7%, 2.5, 1.3, 2.9, -4, -37, i, 5, -1.5, 755, i, i, 8
7) CCCOc1ccccc1-c1nc(SCCC(=O)O)n[nH]1
  8%, -0.33, -0.2, -0.16, 0.55, -1%, 3.8, 2.0, 5.8, -6, 6, i, -2, -0.3, 1132, i, i, 40
8) COCCNC(=O)C(c1ccc(C)o1)N(C(=O)c1snc(C(N)=O)c1N)c1cccc(C)c1 (stereo unspecified)
  -1%, -0.82, -0.27, -0.24, 0.74, 15%, 5.0, 2.7, 3.1, -1, -4, i, -1, 0.1, 744, i, i, 13
9) CC(=O)c1ccc(OCC(O)CN2CCN(Cc3ccccc3)CC2)cc1 (stereo unspecified)
  1%, -0.36, -0.2, -0.019, 0.11, 9%, 4.8, 2.7, 4.4, 3, 17, i, 22, ·, ·, i, i, 37
10) C=C(C)c1cccc(C(C)(C)NC(=O)NCCCn2ccnc2)c1
  13%, 0.23, -0.17, 0.43, 0.48, 1%, 2.1, 1.4, 0.5, 7, -3, i, 1, -4.4, 1036, i, i, 11
11) Cc1nc2ccc(NC(=O)C(F)(F)F)cc2o1
  7%, ·, ·, ·, ·, 10%, 1.5, 1.9, 0.7, 0, 3, i, 0, -0.7, 1207, i, i, 34
12) CCOC(=O)N1CCN(C(=O)C(CC)n2nc(C)c3sc4ccccc4c3c2=O)CC1 (stereo unspecified)
  2%, -0.45, -0.23, -0.12, 0.75, -2%, 2.4, 1.1, 3.6, 6, 7, i, 5, ·, ·, i, i, 47
13) CC(c1ccccc1)C(Cc1nc2ccccc2[nH]1)c1nc2ccccc2[nH]1 (stereo unspecified)
  -1%, -0.82, -0.26, -0.58, 1.3, -12%, 2.8, 2.0, 10, -6, 0, i, 7, -3.5, 1069, i, i, 4
14) Cc1c(C(=O)NCc2ccc3c(c2)OCO3)oc2ccc(S(=O)(=O)N3CCC(C)CC3)cc12
  4%, 0.84, -0.16, 0.84, 0.63, 8%, 3.1, 1.3, 7.3, 0, -10, i, -2, -2.7, 1186, i, i, 22
15) Cc1ccc(Oc2ccc(/C=N/O)cn2)cc1
  8%, 0.3, -0.022, 0.041, -1.3, 3%, 2.8, 1.5, 3.7, -5, 12, i, -22, ·, ·, i, i, 62
16) O=C1C=CC(=O)N1Nc1ccc(Br)cc1
  -1%, 0.37, -0.091, 0.33, 0.77, 5%, 2.8, 1.5, 4.8, -11, -6, i, 12, -1.8, 1008, i, i, 5
17) N#CC1=C(N)OC2=C(CCc3ccccc32)C1c1ccccc1 (stereo unspecified)
  -5%, 0.31, -0.29, -0.084, 0.13, 6%, 5.6, 20, 51, 90, 93, i, 63, 18, 858, i, i, 41
18) O=C(c1cccn2c(=O)c3cc(Cl)ccc3nc12)N1CCN(Cc2ccc3c(c2)OCO3)CC1
  2%, -0.62, 0.089, -0.51, 0.17, 19%, 5.0, 5.2, 4.4, ·, ·, i, 1, -0.3, 1081, ·, i, 19
19) CC1Oc2ccccc2N(Cc2cccnc2)C1=O (stereo unspecified)
  4%, 0.47, -0.19, 0.81, 0.42, 14%, 1.9, 4.5, 20, -9, -21, i, -50, -7.6, 917, i, i, 12
20) CCCOc1ccc(C2CC(=O)NC2=O)cc1 (stereo unspecified)
  ·, -0.62, -0.28, -0.042, 0.66, ·, 2.9, 1.1, 7.2, -5, 5, i, 6, -1.4, 950, i, i, 34
21) CN1N=C(C(=O)N2CCc3c([nH]c4ccccc34)C2c2c(F)cccc2Cl)CCC1=O (stereo unspecified)
  8%, -1.2, -0.32, -0.98, 1.1, -3%, 2.0, 1.6, 5.3, 13, -14, i, -9, 0.4, 1468, i, i, 24
22) COc1nc(Oc2ccc(=O)[nH]n2)nc(N2CCOCC2)n1
  17%, -0.46, 0.075, -0.82, 1, 5%, 2.5, 1.4, 1.6, 4, -5, i, -9, ·, ·, i, i, 14
23) Cc1ccccc1S(=O)(=O)c1c(C)cc(C)n(CC(C)C)c1=O
  -11%, 0.22, -0.2, -0.044, 0.092, 3%, 1.3, 1.3, 21, 68*, 17*, i, -5, ·, ·, i, i, 33
24) C=CCNC(=O)C1CC2Cn3c(nc4ccccc43)C2N1C (stereo unspecified)
  5%, 1.7, -0.78, 0.96, -0.22, 3%, ·, ·, ·, ·, ·, ·, ·, -1.1, 1373, i, i, 3
25) COc1cc(SC)ccc1C(=O)OC(C)C(=O)NC1CCCC1 (stereo unspecified)
  12%, -0.33, -0.36, 0.013, 0.82, 2%, 3.5, 2.9, 9.6, -21, -6, i, 15, -2.1, 1027, i, ·, ·
26) Cc1cc(=O)oc2cc(OCC(=O)OCC(=O)NC(C)C)ccc12
  -2%, -0.34, -0.27, -0.039, 0.17, -1%, 1.6, 1.9, 7.7, 4, 3, i, 11, 1.6, 852, i, i, 13
27) CCCn1nnnc1SCC(=O)NCc1ccccc1
  1%, -1.5, -0.31, -0.44, 1.2, 2%, 4.7, 3.1, 11, -16, -8, i, 1, -8.4, 979, i, i, 49
28) COC(=O)CSc1nnc(-c2cccc(NC(=O)c3ccc(C)cc3)c2)n1C
  -4%, -0.47, -0.19, -0.31, 0.4, 0%, 1.3, 2.2, 11, 25, 0, i, 5, -5.8, 812, i, i, 38
29) CCOCC(=O)Nc1ccccc1C(=O)O
  17%, 0.27, -0.22, 0.18, 0.9, 7%, 3.3, 0.7, 5.5, -12, -4, i, -2, -0.3, 1019, i, i, 45
30) COC(=O)c1c(NC(C)=O)sc(C(=O)Nc2ccccc2F)c1C
  -7%, -1, -0.37, -0.73, 1.2, -4%, 2.4, 2.0, 5.0, -9, -17, i, 18, 1.1, 1429, i, i, 8
31) Cc1ccc(CNC(=O)C2CCN(S(=O)(=O)N3CCC4(CC3)OCCO4)CC2)cc1
  0%, -0.7, -0.28, 0.42, 0.18, 2%, 2.6, 2.4, 6.8, 0, -17, i, 5, -3.7, 652, i, i, 23
32) C/C(CC(=O)N1CCN(C=O)CC1)=N\NC(=O)c1ccc(Br)cc1
  25%, 2.1, -0.078, 0.69, -1.7, -5%, 1.7, 1.1, 2.4, 10, -11, i, 10, 1.5, 1566, i, i, 61

Bioassay records as filed in PubChem.
